Calb biofilm kill = kills Candida albicans biofilms | C. albicans biofilm + clotrimazole, Alamar Blue | inhibition, % at 6 µM | 85,000 tested, 0.14% active | AID 834;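 active = inhibition above 20%; inactive = inhibition below 20%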;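 note: preformed 24 hr biofilms exposed to compound for 48 hr; 0% = biofilm without compound and 100% = blank killed by clotrimazole plus chlorhexidine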
DAT uptake mod = modulates human dopamine transporter uptake under cocaine. Q01959. LLC-PK1 hDAT cells, [14C]-dopamine uptake with cocaine IC80; actives deviate in either direction. B-score at 10 µM. 110,000 tested, 1.3% active;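 active = Z score or B-score, a plate-position-corrected score, falls beyond the plate's 99.7% confidence bounds, in either direction; inactive = both scores lie inside the 99.7% bounds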;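 note: scored against the spread of the other compound wells on the same plate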
CYP2C9 inh = human CYP2C9 inhibition; P11712; CYP2C9 Supersomes, luciferin-H conversion, luminescence; inhibition, % at 5 µM; 96,000 tested, 20% active; AID 777;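 active = blocking of liver enzyme CYP2C9 beyond about 50% at 5 µM, limit read from the data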; note: values of inactives mirror those of a sister screen read the other way
Target sequence (P11712 whole entry, looked up): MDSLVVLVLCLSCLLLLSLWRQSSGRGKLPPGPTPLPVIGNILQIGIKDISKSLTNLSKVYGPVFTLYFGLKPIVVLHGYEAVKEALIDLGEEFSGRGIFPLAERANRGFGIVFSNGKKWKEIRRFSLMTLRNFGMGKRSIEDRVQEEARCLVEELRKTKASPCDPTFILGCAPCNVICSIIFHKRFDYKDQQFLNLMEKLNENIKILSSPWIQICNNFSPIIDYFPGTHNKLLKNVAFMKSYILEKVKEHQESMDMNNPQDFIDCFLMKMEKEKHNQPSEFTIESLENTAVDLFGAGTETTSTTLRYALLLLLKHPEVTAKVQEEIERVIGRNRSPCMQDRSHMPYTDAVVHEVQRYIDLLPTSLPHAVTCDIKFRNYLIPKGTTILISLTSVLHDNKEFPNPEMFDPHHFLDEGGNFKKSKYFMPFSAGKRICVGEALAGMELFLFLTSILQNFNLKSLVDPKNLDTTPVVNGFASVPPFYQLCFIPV
CYP2C9 act = activators of human CYP2C9; activation factor at 5 µM; recombinant CYP2C9, luciferin-H conversion, luminescence; stronger effect = higher value; factor 1 = untreated enzyme, 0 = blocked; P11712; 96,000 tested, 1.4% active;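 active = activation factor of 2 or more for CYP2C9 at a 5 µM dose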;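 note: 0 = sulfaphenazole-blocked wells and 1 = vehicle-only wells; values of inactives mirror those of a sister screen read the other way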
VCAM1 TNFa inh = reduces TNF alpha induced VCAM1 expression in HUVEC | HUVEC TNFa-induced VCAM-1 immunofluorescence, high-content imaging | inhibition, % at 2 µM | 95,000 tested, 0.48% active;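 active = inhibition above the batch mean plus 3 SD, with images confirmed as a hit by eye, cut at about 37% in these data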;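 note: 0% = TNF-stimulated DMSO wells and 100% = unstimulated control wells; not every result past the cut was called active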
CYP2C19 activ = cytochrome P450 2C19 (human) activation; P33261; recombinant CYP2C19, luciferin-H EGE luminescence; stronger effect = higher value; 0 = fully inhibited enzyme, 1 = untreated enzyme; activation factor at 5 µM; 96,000 tested, under 10 active; AID 1025;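 active = activation factor of at least 2 at 5 µM in the primary screen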;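 note: 0 = wells with 2.5 mM tranylcypromine and 1 = vehicle-only wells; values of inactives mirror those of a sister screen read the other way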
Target sequence (P33261 whole entry, looked up): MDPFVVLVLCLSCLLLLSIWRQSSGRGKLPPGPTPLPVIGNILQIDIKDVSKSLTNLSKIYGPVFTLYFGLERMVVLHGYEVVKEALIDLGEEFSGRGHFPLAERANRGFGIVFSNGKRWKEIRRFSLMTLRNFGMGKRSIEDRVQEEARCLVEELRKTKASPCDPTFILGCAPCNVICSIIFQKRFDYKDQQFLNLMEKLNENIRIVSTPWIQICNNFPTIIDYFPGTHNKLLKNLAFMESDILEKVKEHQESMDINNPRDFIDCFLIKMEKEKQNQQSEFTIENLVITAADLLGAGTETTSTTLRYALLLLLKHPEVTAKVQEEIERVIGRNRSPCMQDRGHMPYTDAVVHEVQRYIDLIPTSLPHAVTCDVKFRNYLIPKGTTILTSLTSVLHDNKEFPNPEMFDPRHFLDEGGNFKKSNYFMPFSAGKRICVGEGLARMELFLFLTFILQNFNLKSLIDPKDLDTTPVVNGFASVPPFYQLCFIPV
TNFa cytotox = toxic to HUVEC cells under TNF alpha stimulation; HUVEC TNFalpha-stimulated, Hoechst cell count, imaging; cell count reduction, % at 2 µM; 93,000 tested, 0.17% active;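 active = cell count reduction exceeding the screen mean by over 5 SD, scaled to untreated wells per plate, cut at about 78% in these data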;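 note: cells counted after 24 h of TNF alpha exposure following the 1 h pretreatment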
CYP2C19 inhib = inhibitors of human CYP2C19 | CYP2C19 Supersomes, luciferin-H EGE luminescence, 30 min | AID 778 | 96,000 tested, 21% active | P33261 | inhibition, % at 5 µM;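 active = CYP2C19 inhibition above a set limit at 5 µM in the primary screen, cut at about 50% in these data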;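 note: plate controls were negative control wells for no effect and 2.5 mM tranylcypromine positive control for full effect; values of inactives mirror those of a sister screen read the other way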
IL1B cytotox = HUVEC cytotoxicity counter-screen, IL-1B stimulated; AID 845; 94,000 tested, 0.41% active; HUVEC cell count loss, Hoechst imaging; cell count reduction, % at 2 µM;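 active = cell count reduction more than 3 SD above the screen-wide mean, cut at about 70% in these data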;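 note: normalized per plate to untreated control cells as the no-loss baseline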
An asterisk follows results filed as active; / = no result given.

mol	Calb biofilm kill	DAT uptake mod	CYP2C9 inh	CYP2C9 act	VCAM1 TNFa inh	CYP2C19 activ	TNFa cytotox	CYP2C19 inhib	IL1B cytotox
COc1cc(CNCc2ccccn2)ccc1OCc1ccc(Cl)cc1Cl	/	1.8	17	0.8	-6	0.3	4	73*	27
Cc1oc2c(c1C(=O)NC(Cc1c[nH]c3ccccc13)C(=O)O)CCCC2 (stereo unspecified)	4	-0.011	80*	0.2	-4	0.6	-18	43	19
O=C(O)CCc1nnc2n(Cc3ccc(F)cc3)c(=O)c3ccccc3n12	-2	0.24	-1	1	3	1	2	-2	-39
COc1cccc(-n2c(Cc3cc(=O)[nH]c(=O)[nH]3)nnc2SCC(=O)N2CCC(C)CC2)c1	8	/	-13	1.1	-37	1	-34	1	-33
CN(CC(=O)N1CCN(c2cccc(Cl)c2)CC1)S(=O)(=O)c1cccs1	8	0.14	81*	0.2	2	0.2	-1	82*	/
Cc1ccc(-c2nc3ccccc3o2)cc1NC(=S)NC(=O)/C=C/c1ccco1	/	0.65	4	1	13	1	-6	-3	7
O=C(C1CC(=O)N(C2CCCC2)C1)N1CCN(c2ccc(F)cc2)CC1 (stereo unspecified)	-1	-0.0045	/	/	26	/	46	/	9
COCc1[nH]nc2c1C1(CCC3(CC1)OCCO3)C(C#N)=C(N)O2	1	0.52	-17	1.2	/	1.1	/	-10	/
CSc1nc(-c2ccc(Cl)cc2)nn1S(=O)(=O)c1ccc(Cl)cc1	0	0.056	/	/	-6	/	-41	/	-49
Cc1cc(C)c2nc(C(F)(F)F)nc(N3CCN(C(=O)c4ccco4)CC3)c2c1	6	-0.73	-3	1	13	0.8	-11	20	-33
Cc1ccc(S(=O)(=O)N(CC(=O)N2CCOCC2)C2CCCCC2)cc1	3	-0.63	9	0.9	-2	1	-12	-1	1
CCOC(=O)c1csc(NC(=O)CSc2nnnn2-c2ccc(OC)c(OC)c2)n1	/	1.2	-7	1.1	1	1.1	-15	-8	15
CS(=O)(=O)c1ccc(N2CCOCC2)c(S(C)(=O)=O)c1	4	-1.3	5	0.9	33	0.6	-2	39	10
O=C1N=C(N2CCOCC2)SC1=C1CCCCC1	9	0.37	9	0.9	/	0.6	/	36	/
c1ccc(-n2c(-c3ccco3)nnc2N2CCOCC2)cc1	7	0.0017	-13	1.1	/	1	/	-4	/
Cc1ccc(N(CC(O)CN(C)C)S(=O)(=O)c2ccccc2)cc1 (stereo unspecified)	4	-0.037	3	1	-3	1	-26	3	2
COc1ccc(C2=NOC3(CC(=O)N(c4ccc5ccccc5c4)C3=O)C2)c(OC)c1 (stereo unspecified)	/	0.35	5	0.9	4	1	-3	-2	3
CN(CC(=O)NCCc1ccccc1)S(=O)(=O)c1ccc(Br)cc1	/	-1.5	-76	1.8	-6	0.5	-22	47	-24
O=C(Cc1cccs1)N1CCCC(c2nc3c(nnn3Cc3ccc(F)cc3)c(=O)[nH]2)C1 (stereo unspecified)	12	1.2	57*	0.4	4	0.8	-17	19	-39
CCOC(=O)N1CCN(CC(=O)c2c[nH]c3ccc(F)cc23)CC1	5	-1.3	51*	0.5	7	0.5	-34	46	-23

Records listed so far that bear a hit mark in CYP2C19 inhib.
Structure | DAT uptake mod | CYP2C9 inh | CYP2C9 act | VCAM1 TNFa inh | CYP2C19 activ | CYP2C19 inhib
COc1cc(CNCc2ccccn2)ccc1OCc1ccc(Cl)cc1Cl | 1.8 | 17 | 0.8 | -6 | 0.3 | 73*
CN(CC(=O)N1CCN(c2cccc(Cl)c2)CC1)S(=O)(=O)c1cccs1 | 0.14 | 81* | 0.2 | 2 | 0.2 | 82*

More records follow.
mol	Calb biofilm kill	DAT uptake mod	CYP2C9 inh	CYP2C9 act	VCAM1 TNFa inh	CYP2C19 activ	TNFa cytotox	CYP2C19 inhib	IL1B cytotox
CNC(=O)/C(=N\O)c1ccccc1	5	-0.87	4	1	/	1	/	-2	/
Cc1cccc(NC(=S)NNC(=O)c2nn(C)cc2Cl)c1	/	-1	18	0.8	5	0.4	-3	61*	/
COCCCNC(=O)c1ccc(N2CCCC2)c(NS(=O)(=O)c2ccc(C)cc2)c1	/	0.51	31	0.7	7	0.6	-16	36	-3
COc1ccccc1S(=O)Cc1ccc(C(=O)NCCc2ccc(Cl)cc2)o1 (stereo unspecified)	15	1.5	65*	0.4	/	0.4	/	62*	/
CC(=O)c1sc(NC(=O)C=C(C)C)nc1C	-2	0.17	36	0.6	2	0.8	-8	22	-8
O=C1OCC(c2ccccc2)=C1c1ccc(S(=O)(=O)N2CCOCC2)s1	/	-0.31	24	0.8	-19	0.9	-50	10	14
O=C(c1cc(-c2ccccc2)nc2ccccc12)N1CCOCC1	10	0.13	8	0.9	-22	0.8	-7	16	0
CCOc1ccc(C(CC(=O)O)NC(=O)c2ccco2)cc1OC (stereo unspecified)	3	-0.17	-16	1.2	7	1.1	-6	-11	-22
CCOc1ccccc1NC(=O)Nc1cccc(C(C)=O)c1	7	-0.73	9	0.9	0	0.7	-8	30	0
O=C1c2ccccc2C(=O)N1CCCCSc1nnc(-c2ccc(OC(F)F)cc2)o1	4	0.61	-78	1.8	-8	0.6	-5	39	-6
CCOC(=O)c1c(C)n(CCNC(C)=O)c2ccc(O)cc12	6	0.47	44	0.6	6	0.4	-4	60*	-100
COc1ccc(N2CCN(C(=O)CSc3nnc4c(C)cc5c(C)cc(C)cc5n34)CC2)cc1	/	1.5	34	0.7	-2	1	3	-3	-36
O=c1c2ccccc2nc2c3ccccc3c(NCc3ccco3)nn12	-4	/	1	1	3	1.1	6	-14	-12
O=C(Nc1ccccc1)N(CCCN1CCOCC1)Cc1cccs1	2	0.031	4	1	4	0.9	-35	14	-10
CCOc1ccc(-n2c(C)nnc2SCC(=O)N(CC)CC)cc1	-1	0.41	0	1	-12	0.9	9	5	16
COc1c(Cl)ccc(Cl)c1C(=O)OCC(=O)O	4	0.62	0	1	/	0.9	/	9	/
CCCC(=O)Nc1ccc(C(=O)NCC(=O)OCC)cc1	3	1	-8	1.1	-7	0.9	-7	14	-8
CC(=O)c1sc(NC(=O)c2ccc(C)cc2)nc1C	-4	2.4	7	0.9	-9	1	-11	4	10
COc1ccc(C2C(=O)N(C3CCCCC3)CC(=O)N2C2CCCC2)cc1 (stereo unspecified)	-6	1.1	-4	1	7	1	-31	3	-2
CCc1ccc(NC(=O)C(=O)NCCN2CCN(C(=O)c3ccco3)CC2)cc1	0	-0.24	/	/	16	/	-33	/	-14
O=C(Nc1sc2c(c1C(=O)NCc1cccnc1)CCCC2)c1ccco1	-6	0.49	95*	0.1	18	0.2	-17	78*	-22
CN1CCN(/C=C2\SC(=S)NC2=O)CC1	3	0.025	-20	1.2	/	1.2	/	-20	/
COc1ccccc1N1CC(C(=O)Nc2cccc(C(=O)O)c2)CC1=O (stereo unspecified)	3	-1.2	-15	1.1	1	1	-9	1	-69
O=C(NCc1ccc2c(c1)OCO2)c1ccc(C2SCC(=O)N2Cc2ccco2)cc1 (stereo unspecified)	3	0.092	98*	0	-16	0.3	1	67*	-40
CCCn1c(SCC(=O)N2CCCc3ccccc32)nc2c1c(=O)n(C)c(=O)n2C	7	/	79*	0.2	-10	0.7	-4	31	-8
CCC1(C)Cc2c(sc3nnn(CC(=O)Nc4ccccc4)c(=O)c23)CO1 (stereo unspecified)	/	0.93	68*	0.3	-10	0.1	-6	89*	-96
CSc1n[nH]c(-c2sccc2OCc2ccc(C)cc2)n1	/	2.8	58*	0.4	11	0.2	-18	83*	-37
CC(NO)/C(=N\O)c1cccs1 (stereo unspecified)	1	-0.82	5	0.9	3	1.1	-3	-5	27
COc1ccc(CN(Cc2ccccn2)S(=O)(=O)c2ccc(-n3cnnn3)cc2)cc1	5	/	/	/	-2	/	-10	/	28
CCOc1ccc(N2CC(C(=O)Nc3ccc(S(=O)(=O)Nc4ncccn4)cc3)CC2=O)cc1 (stereo unspecified)	/	1.2	29	0.7	15	1.3	-24	-34	0
Cc1ccc(CCNC(=O)C2CCN(C(=O)c3sccc3-n3cccc3)CC2)cc1	-3	2.3	32	0.7	-6	0.7	-21	34	61
CCCn1[nH]cc(SC)c(=O)c1=O	-3	-0.32	-3	1	20	1	1	0	19
CCOC(=O)CC1(c2ccccc2)CCOC(C)(C)C1 (stereo unspecified)	9	0.08	34	0.7	13	0.1	13	87*	-6
CC(=O)c1cnc2nc(C(F)(F)F)nn2c1C	9	-0.6	-10	1.1	-26	1	-29	-1	4
CCc1nnc(NC(=O)Cn2nc(-c3ccc(OC)c(OC)c3)ccc2=O)s1	3	0.54	22	0.8	-2	0.9	-32	6	-10
O=C1c2ccccc2C(O)N1c1cccnc1 (stereo unspecified)	3	0.7	-13	1.1	15	1.2	-1	-18	5
O=S(=O)(c1cccc(-c2nnc(-c3cccnc3)o2)c1)N1CCCCC1	7	1.8	/	/	10	/	-8	/	-14
COc1ccc(C2OC(=O)CC2C(=O)NC2CCCCCC2)cc1OC (stereo unspecified)	3	-0.12	21	0.8	-7	0.9	45	10	3
CCN1CCN(C(=O)c2ccccc2N(Cc2ccccc2)S(C)(=O)=O)CC1	3	0.5	-7	1.1	/	0.9	/	6	/
CCOc1ccc(C(O)c2nccn2C)cc1 (stereo unspecified)	8	/	1	1	24	0.9	-11	15	-1
O=C(CSc1nc2c(c(=O)n1-c1ccc(Br)cc1)SCC2)NCC1CCCO1 (stereo unspecified)	4	-0.7	/	/	9	/	-9	/	-9
O=[N+]([O-])c1ccc(Oc2ccc(F)cc2)c2ccncc12	3	-0.62	50	0.5	0	0.2	8	84*	-2
COc1ccc2nc(N3CCC(C)CC3)c(C#N)cc2c1	8	0.03	12	0.9	-7	0.8	-15	15	-24
Cc1cccc(NC2(C(F)(F)F)N=C3SCCN3C2=O)n1 (stereo unspecified)	3	0.65	10	0.9	7	1.1	-10	-10	12
Cc1cc(C(=O)Nc2sc3c(c2C#N)CCC(C)C3)no1 (stereo unspecified)	0	-0.57	76*	0.2	4	0.9	0	6	3
COc1ccc(C2C(C#N)=C(N)Oc3n[nH]c(C)c32)cc1Cn1nnc2ccccc21 (stereo unspecified)	5	0.47	68*	0.3	-4	0.5	-26	46	-18
O=C(NCC(=O)N1CCN(c2ncccn2)CC1)c1cccs1	-4	-0.9	48	0.5	-9	0.4	-5	59*	10
O=C(CSc1nc2ccccc2o1)NCC(=O)c1ccccc1	1	-1.5	-11	1.1	/	0.4	/	61*	/
CCn1c(C(=O)N2CCCC(C(=O)O)C2)cc2sccc21 (stereo unspecified)	-4	0.67	/	/	17	/	-9	/	-2
Cn1c2ccccc2c2nnc(SCc3ccc4nonc4c3)nc21	0	-2.1	44	0.6	21	0.7	-14	27	-50
O=C(NCC1COc2ccccc2O1)c1ccc(NC(=O)c2ccco2)cc1 (stereo unspecified)	5	0.45	20	0.8	19	0.9	-7	10	-58
COC(=O)c1ccc(Oc2nc(Nc3ccc(C)c(C)c3)nc(N(C)C)n2)cc1	4	1.9	71*	0.3	11	0.4	-16	56*	-1
O=C(COC(=O)Cn1c(C(F)(F)F)nc2ccccc21)Nc1ccc2c(c1)OCCO2	5	0.78	18	0.8	18	1	-16	-4	5
O=C(Nc1ccccc1)c1cccnc1N1CCCC1	1	-0.73	-10	1.1	13	1	14	4	23

High-throughput results deposited in PubChem by several laboratories.
